Bioassay records: PubChem BioAssay, National Center for Advancing Translational Sciences (NCATS)
G9a block = blocks human histone lysine methyltransferase G9a | 8.8% of 350,000 active | G9a H3K9 monomethylation, AlphaScreen, 2 h | AID 504332 | Potency, µM (titrated, usually from 102 µM), without a hit: at the highest dose activity, negative = inhibition, most hits filed as inhibitors; also: potency is read from the fitted curve at half-maximal effect; % is scaled to controls: 0 for no effect and ±100 for the full control effect; nearly all actives have a fitted effect of over 75% in size
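G9a (20 nM) preincubated 15 min RT with compounds, then 500 nM biotinylated H3K9 peptide and 20 uM SAM added; 2 h RT reaction. Monomethyl-H3K9 product detected by AlphaScreen with anti-H3K9me1 antibody, streptavidin donor and anti-rabbit IgG acceptor beads.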
PI4K2A block = blocks human PI4K2A kinase activity; Q9BTU6; purified PI4K2A, ADP-Glo luminescence, 1 h; stronger effect = lower value; AID 1346378; activity change, negative = inhibition, % at 76.9 µM; 0.13% of 420,000 active; in the data active = activity change below about -50%; inconclusive = mostly about -30% to -49%;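 also: -100% = wells without enzyme as full effect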
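Compounds are screened against recombinant PI4K2A using PI as substrate and ATP, the latter dispensed at 300 microM. Reactions run one hour at ambient temperature before ADP-Glo detection; full inhibition defined by wells lacking enzyme.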
GLS inhibitor = glutaminase GLS (human) inhibition; GLS enzymatic activity, qHTS titration; Potency, µM (top dose mostly 45.5 µM), for the others: at the top dose activity change, negative = inhibition, most hits filed as inhibitors; 0.21% of 410,000 active; AID 624170; also: potency is read from the fitted curve at half-maximal effect; % is scaled to controls: 0 for no effect and ±100 for the full control effect
Target sequence (O94925 whole entry, looked up): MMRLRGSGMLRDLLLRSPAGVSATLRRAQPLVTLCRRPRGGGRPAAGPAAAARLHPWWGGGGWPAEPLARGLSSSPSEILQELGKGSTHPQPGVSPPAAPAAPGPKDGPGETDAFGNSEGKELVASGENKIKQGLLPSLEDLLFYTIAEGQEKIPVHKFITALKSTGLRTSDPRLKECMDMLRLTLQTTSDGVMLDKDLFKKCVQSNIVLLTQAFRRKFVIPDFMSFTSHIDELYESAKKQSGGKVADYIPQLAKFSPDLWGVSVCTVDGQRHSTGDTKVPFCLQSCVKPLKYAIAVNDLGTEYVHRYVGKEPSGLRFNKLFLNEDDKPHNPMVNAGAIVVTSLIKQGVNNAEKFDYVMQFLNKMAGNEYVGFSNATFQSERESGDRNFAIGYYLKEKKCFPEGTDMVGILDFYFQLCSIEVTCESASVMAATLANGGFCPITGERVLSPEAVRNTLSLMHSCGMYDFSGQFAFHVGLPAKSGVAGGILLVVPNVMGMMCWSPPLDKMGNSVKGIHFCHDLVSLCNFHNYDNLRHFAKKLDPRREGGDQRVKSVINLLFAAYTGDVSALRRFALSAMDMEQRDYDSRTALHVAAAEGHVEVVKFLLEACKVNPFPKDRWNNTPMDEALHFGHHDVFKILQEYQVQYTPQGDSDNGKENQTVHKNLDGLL
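hKGA in 45 mM KH2PO4 (pH 8.2), 0.02% Tween-20 with compound, then 1mM L-Glutamine (stock as added) plus glutamate oxidase/HRP/Amplex red coupling mix. Fluorescence read initially and after 30 min at RT; signal change reflects glutamate formation.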
RGS4 inhibitor = inhibitors of human regulator of G protein signaling 4; Potency, µM (highest dose often 114 µM), for inactives: at the highest dose activity change, negative = inhibition, most hits filed as inhibitors; 0.039% of 390,000 active; Transcreener GDP fluorescence polarization, RGS4-accelerated GTP hydrolysis; P49798; also: potency is read from the fitted curve at half-maximal effect; % is scaled to controls: 0 for no effect and ±100 for the full control effect; nearly all actives have a fitted effect of over 75% in size; some results filed as inactive show a strong effect at the top dose
Target sequence (P49798 whole entry, looked up): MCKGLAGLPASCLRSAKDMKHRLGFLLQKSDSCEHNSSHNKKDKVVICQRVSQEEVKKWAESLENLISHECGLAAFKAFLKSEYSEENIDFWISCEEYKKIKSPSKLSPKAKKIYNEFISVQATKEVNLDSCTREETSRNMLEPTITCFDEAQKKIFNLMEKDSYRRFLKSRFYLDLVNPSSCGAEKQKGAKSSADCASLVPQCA
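MLSMR compounds (23 nl, pin-transferred) preincubated 10 min at room temperature with a 500nM (2x) first reagent, then RGS4 at 900nM (2x) plus Transcreener GDP mix added; fluorescence polarization (620/688 nm) read before and after 90 min at 30 °C.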
HP1b binding inh = inhibitors of HP1-beta chromodomain binding to methylated histone tails. P83916. AlphaScreen HP1-beta / biotin-H3K9me3 peptide binding. Potency, µM (series often up to 114 µM), inactives show top-dose activity change, negative = inhibition, most hits filed as inhibitors. 0.56% of 390,000 active. AID 540317; also: potency is read from the fitted curve at half-maximal effect; nearly all actives have a fitted effect of over 70% in size; inactives centre near 23
Target sequence (P83916 whole entry, looked up): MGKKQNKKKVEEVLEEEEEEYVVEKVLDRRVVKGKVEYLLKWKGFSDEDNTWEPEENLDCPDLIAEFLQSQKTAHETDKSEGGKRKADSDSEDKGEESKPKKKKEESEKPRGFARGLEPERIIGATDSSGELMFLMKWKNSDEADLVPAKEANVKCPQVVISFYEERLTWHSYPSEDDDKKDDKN
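AlphaScreen: HP1-beta (50 nM) preformed 30 min with biotin-H3(1-18)K9me3 peptide (50 nM) in PBS pH 7.4, 0.01% Tween-20. Compound added for 30 min at RT, then streptavidin donor/nickel chelate acceptor beads (10 ug/mL) for 30 min.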
12-LOX inh = inhibitors of human 12S-lipoxygenase ALOX12 | P18054 | 1.1% of 580,000 active | purified 12hLO, xylenol orange hydroperoxide absorbance | Potency, µM (titrated, usually from 108 µM), for the others: at the highest dose activity change, negative = inhibition, most hits filed as inhibitors; also: potency is read from the fitted curve at half-maximal effect; % is scaled to controls: 0 for no effect and ±100 for the full control effect
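Purified human 12hLO at 150 nM in 25 mM Hepes, 0.01% Triton X-100, pH 7.0, preincubated 15 min at room temperature with compound. Reaction started with 40 uM arachidonic acid, 30 min at room temperature. Hydroperoxide measured by Fe-xylenol orange, 573/405 nm absorbance ratio.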
ERG-DNA inh = ERG Ets/DNA interaction inhibition. Potency, µM (titrated, usually from 76.9 µM), inactives show top-dose FP activity, negative = inhibition, usual class: inhibitors. 0.028% of 370,000 active. fluorescence polarization, His-ERG Ets domain / labelled DNA; active = well fitted inhibition curve with a large enough effect in the polarisation, with a control signal flat; inconclusive = small, poorly fitted or top-dose-only effect, or effect the other way, or a change in a side signal; inactive = no such curve, though single readings can be large or run the other way; the % refers to the polarisation;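 also: polarization taken with two DNA probes labelled with fluorescein and Texas red; potency is read from the fitted curve at half-maximal effect; % of control where 0% means no effect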
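His-tagged ERG Ets domain (1 uM in the protein solution; 300mM KCl, 50mM Tris-HCl, 1mM EDTA, 1mM DTT, pH 7.5) received compound, then a probe mix of 5 nM fluorescein-DNA and 100nM Texas-615-DNA. Fluorescence polarization was read for both dyes.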
BAZ2B inh = BAZ2B (human) inhibition. Potency, µM (top dose mostly 114 µM), inactives show top-dose activity change, negative = inhibition, actives largely listed as inhibitors. 4.4% of 360,000 active. AID 504333. AlphaScreen BAZ2B-H3K14Ac peptide displacement; also: potency is read from the fitted curve at half-maximal effect; % is scaled to controls: 0 for no effect and ±100 for the full control effect; nearly all actives have a fitted effect of over 60% in size
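Complex of BAZ2B and biotin-H3K14Ac (50 nM apiece) forms over 30 min at RT, then faces library compounds up to 110 uM for another 30 min; AlphaScreen beads added, 20 min dark incubation, luminescence read.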
JMJD2A Tudor inh = JMJD2A Tudor domain (human) inhibition; O75164; AlphaScreen JMJD2A-Tudor / H3K4me3 peptide binding; Potency, µM (highest dose often 114 µM), for inactives: at the highest dose activity change, negative = inhibition, usual class: inhibitors; 4.4% of 390,000 active; AID 504339; also: potency is read from the fitted curve at half-maximal effect; % is scaled to controls: 0 for no effect and ±100 for the full control effect; nearly all actives have a fitted effect of over 50% in size
* hit, by the source's call; ? = inconclusive; nt = no result given; [ ] = another dose, or the depositor's remark. Unless noted, calls follow the shape of the dose curve; as a rule, active = well fitted curve in the direction sought with a large enough effect; inconclusive = small, poorly fitted or top-dose-only effect, or another doubt; inactive = no such curve, though single readings can be large; an effect the other way counts as inactive or inconclusive.

canonical_smiles	G9a block	PI4K2A block	GLS inhibitor	RGS4 inhibitor	HP1b binding inh	12-LOX inh	ERG-DNA inh	BAZ2B inh	JMJD2A Tudor inh
O=C(Nc1cccc2cccnc12)c1cccc(N2C(=O)CCC2=O)c1	2%[59 µM]	5	-6%	17%	41%	-1%	1%	2%	-4%
COC(=O)C(NC(C)=O)(Nc1nc(C)cs1)C(F)(F)F (stereo unspecified)	13%	10	24%	-8%	47%[activator]	?	-6%	7%	14%
Cc1ccc(/C=N/n2c(-c3ccncc3)n[nH]c2=S)cc1	1.4µM*	-1	-25%	-39%	7%	?	-12%	-32%	2.2µM*
COc1cc(=O)n2c(n1)SCCC2	-13%[12.7 µM]	2	-8%	-18%	21%	0%	3%	5%[57.1 µM]	-1%
O=C(NCc1ccccn1)c1ccc(Cn2cc(Br)cn2)o1	?	-4	-1%	2%	20%	4%	nt	?	?
Cc1cc(C)c2nc(N(CCCN(C)C)C(=O)c3ccc4c(c3)OCCO4)sc2c1	50µM*	-3	0%	-7%	-14%	?	5%	-13%	?
CCCCn1nnnc1NCc1ccc(OC)c(OC)c1	-31%	4	-6%	-11%	46%	-4%[57.4 µM]	nt	13%	-10%
O=C(CC1SC(N2CCCC2)=NC1=O)Nc1ccc(C(=O)N2CCN(c3cccc(Cl)c3)CC2)cc1 (stereo unspecified)	?	3	-5%	-9%	2%	0%	3%	?	-30%
C=CCOC(=O)C1=C[C@H](c2cn(C(C)=O)c3ccccc23)C[C@H](OCCCCO)O1	?	-4	5%	-18%	16%	?	10%	-35%	-27%
Cc1ccc(Cl)cc1N=C(N)N=C(N)N	32%[12.7 µM]	2	6%	-5%	17%	7%	-5%	-18%	-20%
CCC(C)NC(=S)Nc1ccccc1 (stereo unspecified)	6%	0	2%	11%	28%	?	-1%	-3%	-4%
Cc1ccc2nnn(Cc3cccc(C(C)(C)C)c3O)c2c1	15%[2.33 µM]	5	-1%	4%	45%[activator]	0%	-9%	12%	-3%
CCOC(=O)c1c(C)[nH]c(CCC(=O)Nc2ccccc2C(=O)OC)c1C	-42%[59 µM]	-2	0%	26%	17%[57 µM]	-7%	1%	-2%	-23%
CC(OC(=O)c1ccc(NC(N)=O)cc1)C(=O)Nc1ccc2c(c1)OCCO2 (stereo unspecified)	nt	1	5%	-6%	13%[57 µM]	-21%	70%[activator]	nt	-26%
Cc1ccc(N/N=C(\C#N)C(N)=S)c(C)c1	10µM*	1	?	?	?	8.9µM*	-1%	?	45µM*
COc1ccc(NC(=O)Nc2ccc(F)c(Cl)c2)cc1	10%	0	2%	-40%	31%	-8%	-6%	2%	-12%
Cc1cc(C(=O)COc2ncnc3sccc23)c(C)n1C	-13%[59 µM]	3	2%	38%	-3%	-13%	10%	?	-11%
Cc1ccccc1NC(=O)Cc1nnc(N)s1	-28%	0	-8%	-4%	50%[activator]	?	9%	0%	-20%
O=C(CSc1nnc(CCCN2C(=O)c3cccc4cccc(c34)C2=O)n1-c1ccccc1)N1CCN(CCO)CC1	-21%[59 µM]	4	-3%	-36%	19%	1%	-6%	-6%	-11%
Cc1sc(NC(=O)c2ccco2)c(C(c2ccccc2)N2CCC(C)CC2)c1C (stereo unspecified)	-6%	2	6%	0%	-7%	7%	4%	-38%	-27%
Cc1cccc(CC(=O)NC2CC(=O)N(c3cccc(F)c3)C2)c1 (stereo unspecified)	6%[59 µM]	-2	3%	-31%	13%	?	1%	2%	-12%
CC(=O)N1CCOc2ccc(S(=O)(=O)NCc3ccccc3Cl)cc21	11%	3	-2%	-1%	43%[activator]	2%	-4%	-17%	-1%
CC(=O)c1c(C)[nH]c(C(=O)OCC(=O)NNC(=O)c2ccc([N+](=O)[O-])cc2)c1C	nt	-5	22%	0%	8%	0%	-2%	nt	-21%
Cc1nnc(SC(C)C(=O)N2CCc3ccccc32)s1 (stereo unspecified)	12%[59 µM]	3	-1%	7%	15%	9%	3%	9%	-8%
O=c1[nH]c2cccc(Cl)c2n(CCNc2ncc(C(F)(F)F)cc2Cl)c1=O	2%[59 µM]	6	6%	?	6%	?	-8%	1%	-21%
COc1ccccc1CNc1nccn(-c2ccccc2)c1=O	-37%[59 µM]	6	-7%	14%	-4%	-7%	4%	-23%	?
O=C(O)c1ccc(S(=O)(=O)N(Cc2ccccc2)Cc2ccccc2)cc1	18%	2	11%	15%	13%	15%	-17%	-2%	-2%
O=C1NC(=O)C2(COC(c3cccnc3)OC2)S1 (stereo unspecified)	?	7	-4%	-3%	26%	-9%	12%	-5%	-8%
O=C(c1ccccc1Br)N(Cc1ccco1)Cc1ccco1	-34%[59 µM]	2	9%	-6%	5%	-12%	-1%	?	-32%
Cc1cccc(NS(=O)(=O)c2ccc(C)c(C(=O)N(C)C3CCN(C)CC3)c2)c1	?	1	1%	7%	43%[activator]	-25%	-3%	-2%	3%
Cc1nc2ccccc2c(=O)n1/N=C/c1cn(-c2ccccc2)nc1-c1cccs1	?	-9	9%	5%	43%[activator]	-21%	0%	?	-1%
Cc1cc(Br)ccc1OCC(=O)NNC(=O)CCc1ccccc1	5%	0	-14%	-31%	35%	2%	2%	-4%	5%
C/C(=C\c1cccc(Cl)c1)C(=O)c1c(C)cc(C)[nH]c1=O	28%[2.33 µM]	9	-2%	-7%	9%	0%	5%	1%	-21%
CC1CC(C)CN(C(=O)COC(=O)Cc2ccc(Cl)cc2)C1 (stereo unspecified)	-5%[2.33 µM]	-3	-3%	21%	24%	16%	14%	-3%	2%
COc1ccc(NC(=O)COC(=O)/C=C/c2ccccc2[N+](=O)[O-])cc1OC	-20%	-3	7%	0%	10%	2%	0%	-32%	-22%
CCN1CCN(c2ccc(S(=O)(=O)N3CCCCC3)cc2NC(=O)c2ccc(OC(F)F)cc2)CC1	14µM*	-1	-1%	-8%	-3%	?	2%	-3%	-18%
CN1CCN(C(=O)/C=C/c2ccc(Cl)cc2)CC1	?	-5	-11%	6%	28%	13%	4%	-5%	-7%
CCCN(C(=O)CCc1ccc(OC)cc1)c1c(N)n(Cc2ccccc2)c(=O)[nH]c1=O	nt	-6	6%	-20%	29%	-1%	1%	nt	-16%
CCC(=O)Nc1cccc(NC(=O)CN2CCN(c3ccccc3OC)CC2)c1	-20%[59 µM]	-1	26%	28%	30%	nt	-4%	6%	-12%
Cc1cc(NC(=O)c2ccccc2)sc1C	16µM*	-30	-5%	-4%[11.4 µM]	14%	0%	-3%	?	-13%[11.4 µM]
CN(C(=O)COc1ccccc1C(=O)NCc1ccccc1)C1CCS(=O)(=O)C1 (stereo unspecified)	?	5	11%	28%	25%	-12%	-1%	14%	-4%
CC(C)(C)NS(=O)(=O)c1ccc(NC(=O)C2CCCO2)cc1 (stereo unspecified)	52%[activator]	1	2%	-6%	26%	-1%	-8%	12%	-12%
O=S(=O)(/N=C(/Nc1ccc(F)c(F)c1F)c1ccccc1)c1ccccc1	24%[59 µM]	-2	5%	4%	28%	4%	-7%	11%	-12%
Cc1nc(CCNC(=O)CC2C(=O)NCCN2Cc2ccccc2)nc2c1CCC2 (stereo unspecified)	50µM*	-3	-2%	2%	16%	9%	-3%	-34%	-26%
CC(=O)c1c(C)[nH]c(C(=O)COc2cc(C)cc(C)c2)c1C	-5%[12.7 µM]	-2	-5%	10%	9%	0%	-3%	1%	-15%
COc1cccc(NC(=O)[C@H](CC(C)C)NC(=O)[C@@H]2Cc3ccccc3CN2)c1	17%[0.0925 µM]	-1	3%	7%	4%	?	3%	?	79µM*
Cc1cc2nnc(SCC(=O)Nc3ccc(F)c(Cl)c3)n2c2ccccc12	4%[59 µM]	0	0%	0%	14%	1%	-1%	1%	-4%
CC(=O)c1c(C)[nH]c(C(=O)COC(=O)c2ccc3c(=O)n4c(nc3c2)CCC4)c1C	-16%	-7	0%	3%	28%	4%	33%[activator]	3%	-16%
COc1ccc(-c2c(C)c3ccc(O)c(CN4CCN(CCO)CC4)c3oc2=O)cc1OC	-5%[59 µM]	-2	3%	-5%	29%[57 µM]	0%	6%	12%	1%
CCOc1ccc(C(=O)Nc2ccc(-c3cc4ccccc4oc3=O)cc2)cc1Br	12%[59 µM]	-1	-3%	15%	20%	-27%	0%	6%	-8%
COC(=O)c1ccc(/C=N/NC(=O)C2CC(=O)N(c3ccc(OC)cc3)C2)cc1 (stereo unspecified)	nt	-1	-4%	-14%	32%	15%	6%	-5%	-4%
FC(F)(F)c1cccc(Cc2noc(CN3CCCCC3c3ccccn3)n2)c1 (stereo unspecified)	32%	2	5%	6%	37%[activator]	2%	13%	-24%	-2%

Copied from the list.
ERG-DNA inh result of CCOc1ccc(C(=O)Nc2ccc(-c3cc4ccccc4oc3=O)cc2)cc1Br stands at 0%
ERG-DNA inh result of COC(=O)c1ccc(/C=N/NC(=O)C2CC(=O)N(c3ccc(OC)cc3)C2)cc1 (stereo unspecified) stands at 6%

The list is partial; rates above refer to the full screens.
